Fam108B counter: counter-screen for RBBP9 inhibitors: inhibitors of mouse Fam108B; recombinant Fam108B, FP-Rh probe fluorescence polarization; inhibition, % at 9.51 µM; 300,000 compounds, 0.33% hits; AID 1947;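 active = inhibition above the screen mean inhibition plus 3 SD, computed separately per campaign, cut at about 18% in these data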;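 also: inhibitors lower polarization as less probe binds the enzyme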
pPAFAH FP inh: inhibitors of human plasma PAF acetylhydrolase (pPAFAH). Q13093. recombinant pPAFAH, FP-rhodamine probe fluorescence polarization. inhibition, % at 3.39 µM. 330,000 compounds, 1.5% hits. AID 463082;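 active = inhibition above the mean inhibition across the screen plus 3 SD, cut at about 25% in these data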;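 also: inhibitors block binding of the rhodamine activity-based probe so polarization drops; 0% = enzyme with DMSO and 100% = wells lacking pPAFAH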
MEX-5 binding: C. elegans MEX-5 TCR-2 RNA binding activity; 300,000 compounds, 0.38% hits; MEX-5/FITC-TCR2 RNA binding, fluorescence polarization; stronger effect = lower value; activity score (negative = inhibition of binding), % at 10 µM; AID 1832;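 active = inhibition past about -25% in most replicates, and total fluorescence under double the plate's negative control median, limit read from the data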;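 also: 0% = DMSO and -100% = 5 µM competing unlabeled TCR2 RNA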
AHR activator: activators of human aryl hydrocarbon receptor. P35869. AHR-responsive luciferase reporter cells, luminescence. activation, % at 5 µM. 320,000 compounds, 2.5% hits. AID 2796; in the data active = activation above about 47%;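 also: 0% = vehicle wells and 100% = reference agonist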
Target sequence (P35869 whole entry, looked up): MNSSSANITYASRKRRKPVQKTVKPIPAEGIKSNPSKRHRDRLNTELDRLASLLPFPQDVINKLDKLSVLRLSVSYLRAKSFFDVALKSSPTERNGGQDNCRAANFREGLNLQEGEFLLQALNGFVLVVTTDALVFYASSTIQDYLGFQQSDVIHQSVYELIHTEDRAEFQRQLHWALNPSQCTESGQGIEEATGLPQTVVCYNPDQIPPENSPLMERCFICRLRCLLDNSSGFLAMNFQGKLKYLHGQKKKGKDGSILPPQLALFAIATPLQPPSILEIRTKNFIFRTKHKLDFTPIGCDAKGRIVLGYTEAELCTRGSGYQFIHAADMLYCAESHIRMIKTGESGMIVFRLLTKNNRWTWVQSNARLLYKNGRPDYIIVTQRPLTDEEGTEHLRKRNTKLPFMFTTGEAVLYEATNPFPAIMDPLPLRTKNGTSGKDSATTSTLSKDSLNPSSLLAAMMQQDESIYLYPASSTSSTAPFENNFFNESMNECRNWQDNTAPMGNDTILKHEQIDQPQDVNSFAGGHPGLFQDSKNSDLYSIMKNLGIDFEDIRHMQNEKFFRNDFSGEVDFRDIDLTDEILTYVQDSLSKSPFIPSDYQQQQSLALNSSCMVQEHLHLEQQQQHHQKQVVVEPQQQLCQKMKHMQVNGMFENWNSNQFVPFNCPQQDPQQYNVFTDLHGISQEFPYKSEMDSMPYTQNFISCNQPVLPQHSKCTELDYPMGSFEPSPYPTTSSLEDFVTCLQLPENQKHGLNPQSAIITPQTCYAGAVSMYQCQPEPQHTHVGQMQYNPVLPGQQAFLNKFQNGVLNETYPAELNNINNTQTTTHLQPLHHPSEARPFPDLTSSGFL
MCL1-BIM inh: disrupts human MCL1 binding to BIM-BH3 peptide. Q07820. GST-MCL1 / FITC-Bim-BH3 fluorescence polarization. inhibition, % at 10.9 µM. 320,000 compounds, 0.68% hits. AID 2057;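 active = inhibition above the mean inhibition of all tested compounds plus 3 SD, set per campaign, cut at about 40% in these data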;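 also: 0% = DMSO wells and 100% = unlabeled Bim-BH3 peptide control; higher means more loss of mP so more displacement of Bim peptide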
GLD-1 TGE inh: GLD-1-TGE RNA interaction inhibition (C. elegans); Q17339; purified GLD-1 + fluorescein TGE RNA, fluorescence polarization; inhibition, % at 5.96 µM; 320,000 compounds, 0.44% hits;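 active = percent inhibition above a per-plate cutoff, the plate mean of test compounds plus 3 SD, cut at about 30% in these data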;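 also: 0% = DMSO wells with GLD-1 and probe and 100% = wells lacking GLD-1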
PME-1 primary: blocks human protein phosphatase methylesterase 1; Q9Y570; recombinant PME-1, FP-Rh probe fluorescence polarization; inhibition, % at 5.9 µM; 320,000 compounds, 0.53% hits; AID 2130;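 active = inhibition above the campaign mean of all compounds plus 3 SD, cut at about 26% in these data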;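 also: competitive labeling of PME-1 active site by serine hydrolase directed probe; 0% = PME-1 with DMSO and 100% = wells lacking PME-1 enzyme; inhibitors block probe labeling so polarization falls and inhibition rises; many of its hits are not listed in these tables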
PAFAH1B2 inh: PAFAH1B2 (human) inhibition; P68402; recombinant PAFAH1B2, FP-rhodamine activity probe, fluorescence polarization; inhibition, % at 3.39 µM; 340,000 compounds, 1.2% hits; AID 492953;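 active = inhibition above the mean of all tested compounds plus 3 SD, cut at about 24% in these data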;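 also: 0% = enzyme with DMSO and 100% = wells lacking PAFAH1B2; many of its hits are not listed in these tables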
Target sequence (P68402 whole entry, looked up): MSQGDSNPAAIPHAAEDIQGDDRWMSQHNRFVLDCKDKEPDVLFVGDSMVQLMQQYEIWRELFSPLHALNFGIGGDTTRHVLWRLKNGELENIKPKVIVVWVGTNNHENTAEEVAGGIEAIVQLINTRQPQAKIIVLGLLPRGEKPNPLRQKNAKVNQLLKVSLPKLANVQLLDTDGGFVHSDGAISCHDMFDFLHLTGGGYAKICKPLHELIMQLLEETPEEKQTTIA
Bcl-xL primary: blocks human Bcl-xL binding to Bim BH3 peptide. GST-Bcl-xL / FITC-Bim BH3 peptide fluorescence polarization. inhibition, % at 10.9 µM. 320,000 compounds, 0.7% hits. AID 2129;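 active = inhibition above the mean of all tested compounds plus 3 SD, cutoff set per campaign, cut at about 30% in these data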;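 also: 0% = DMSO wells and 100% = unlabeled Bim-BH3 peptide competitor; inhibitors lower millipolarization by displacing the labeled peptide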
The depositor's hits bear a star; nt = not tested or not shown.

item	Compound	MEX-5 binding	PAFAH1B2 inh	GLD-1 TGE inh	Bcl-xL primary	AHR activator	Fam108B counter	pPAFAH FP inh	MCL1-BIM inh	PME-1 primary
1	COc1ccccc1OCCNC(=O)c1ccc(C)o1	1.3	3	-5	-4	10	1	0	-7	-4
2	CCOc1ccc(N=c2scc(-c3ccccc3)n2CCO)cc1	0.1	4	-2	2	3	4	10	1	1
3	CN(c1ccccc1)S(=O)(=O)c1cccc(NC(=O)Cn2cnc3c2c(=O)n(C)c(=O)n3C)c1	0.3	8	1	-3	-5	1	3	-2	0
4	CCOc1ccc(N2CC(C(=O)Nc3ccccc3OC)CC2=O)cc1 (stereo unspecified)	-3.3	0	8	-1	-2	0	0	-2	1
5	COC(=O)c1ccccc1NC(=O)CN1C(=O)c2ccccc2S1(=O)=O	-0.8	6	-2	0	1	-1	0	3	-2
6	Cc1nnc(N2CCC(C(=O)N3CCCCC3)CC2)c2nn(-c3ccc(Cl)cc3)c(C)c12	1.4	0	-1	9	-1	-1	7	0	3
7	CC(C)CC(C(=O)Nc1cccc(O)c1)N1C(=O)c2ccccc2C1=O (stereo unspecified)	1.0	-3	7	5	1	0	11	10	-1
8	Cc1ccc(S(=O)(=O)N2CCOCC2)cc1C(=O)Nc1nc(-c2cccnc2)cs1	-0.3	-5	-6	-3	28	14	6	0	-2
9	CC(C)(C)c1ccccc1OCCCCCNCCO	-0.3	1	1	0	3	2	12	7	0
10	CCCOc1ccc(CC(=O)NCC2(c3ccccc3)CCOCC2)cc1OC	0.2	2	-3	7	10	-1	3	5	-2
11	Cc1ccc(S(=O)(=O)N2CCN(C(=O)C3CC(=O)N(c4ccc5c(c4)OCCO5)C3)CC2)cc1 (stereo unspecified)	nt	4	0	-5	0	nt	6	4	4
12	COc1cc(/C=N\NC(=O)c2ccc(-c3ccccc3)cc2)cc(OC)c1O	1.7	7	2	4	23	4	19	17	21
13	COc1cccc(CNC(=O)CN(c2cc(C)cc(C)c2)S(=O)(=O)c2c(C)noc2C)c1	2.2	-2	-3	7	2	4	5	5	0
14	Cc1ncc([N+](=O)[O-])n1CC(O)CCl (stereo unspecified)	-0.6	1	7	3	0	4	-2	-2	1
15	Cc1ccccc1C(=O)Nc1scc(-c2ccc(Br)cc2)c1C(=O)O	-1.4	8	5	8	-3	-2	4	3	10
16	CCc1cccc(C)c1NC(=S)N(CCN(C)C)Cc1cccs1	2.3	3	0	-2	-5	1	5	1	1
17	Cc1coc2cc3oc(=O)c(CC(=O)N4C[C@H]5C[C@@H](C4)c4cccc(=O)n4C5)c(C)c3cc12	2.1	1	5	-1	-1	-2	-2	0	-2
18	CC(=O)c1ccc(NC(=O)C2CCCO2)cc1 (stereo unspecified)	-2.7	0	1	1	0	2	-1	3	0
19	COc1ccc(CC(=O)NCCCCc2ccccc2)cc1OC	0.3	4	7	2	0	1	12	6	0
20	Cc1cc(OCn2ccc(C(=O)O)n2)ccc1Cl	-1.3	4	-3	1	0	0	5	-5	-2
21	Cc1ccc(NC(=S)NC2CC3CCCC(C2)N3Cc2ccco2)cc1 (stereo unspecified)	0.0	0	4	3	6	1	1	11	1
22	O=C(Cc1cccc2ccccc12)NN1C(=O)C2C(C1=O)C1C=CC2C12CC2 (stereo unspecified)	0.5	-2	4	0	6	2	5	5	-3
23	O=C1c2ccccc2NC(c2ccc(-c3ccc(C(F)(F)F)cc3)o2)N1O (stereo unspecified)	nt	2	7	nt	-4	nt	9	nt	nt
24	CCc1cc(OCCN(C)C)ccc1Cl	1.8	1	5	4	0	4	0	-3	1
25	Cc1cccc2cc(CN(Cc3ccco3)C(=O)c3ccncc3)c(=O)[nH]c12	0.5	6	3	0	12	0	-4	7	-3
26	COc1ccccc1C1=Nc2cccc3cccc(c23)N1	-4.7	-4	2	10	20	6	19	18	19
27	Cc1ccc(C)c(SCC(=O)NCC(c2ccco2)N2CCCCC2)c1 (stereo unspecified)	-1.1	3	0	5	2	-3	2	-2	4
28	O=C(O)c1cccc(NC(=O)c2ccc3c(c2)C(=O)N(C2CCCCC2)C3=O)c1	-1.6	8	7	3	4	3	6	3	2
29	CC1=NNC(=O)C(CC(=O)Nc2ccc(Cl)c(Cl)c2)C1 (stereo unspecified)	-1.6	6	-8	2	1	-2	4	1	2
30	O=C(Nc1ccc(N2CCOCC2)cc1)c1ccncc1	-0.9	3	-1	3	8	1	3	5	-5
31	CCOC(=O)CC(C)(C)/C(C)=N/Nc1ccc([N+](=O)[O-])cc1[N+](=O)[O-]	-2.1	0	7	6	-4	7	1	5	6
32	CCN(CC)CCNC(=S)Nc1ccc(Cl)cc1	-0.9	0	4	5	1	1	6	11	3
33	Cc1cc(C)cc(NC(=O)C(OC(=O)Cn2cnc3c2c(=O)n(C)c(=O)n3C)c2ccccc2)c1 (stereo unspecified)	1.8	2	0	-10	9	-1	2	-10	-1
34	Cc1sc2ncnc(SCC(=O)NCC(C)C)c2c1C	0.6	0	-1	-12	-2	-2	-7	-12	-4
35	CCOc1cccc2cc(C(=O)NCCC3=CCCCC3)c(=O)oc12	2.0	5	-1	-1	-2	-3	5	-1	3
36	COC(=O)c1ccc(NC(=O)COC(=O)CSc2nc(C)cc(C)n2)cc1	1.2	-4	-9	2	-3	3	5	-4	-1

Part of the list above, reduced to PME-1 primary, MCL1-BIM inh and Bcl-xL primary.
cpd	molecule	PME-1 primary	MCL1-BIM inh	Bcl-xL primary
32	CCN(CC)CCNC(=S)Nc1ccc(Cl)cc1	3	11	5
33	Cc1cc(C)cc(NC(=O)C(OC(=O)Cn2cnc3c2c(=O)n(C)c(=O)n3C)c2ccccc2)c1 (stereo unspecified)	-1	-10	-10

Following part.
item	Compound	MEX-5 binding	PAFAH1B2 inh	GLD-1 TGE inh	Bcl-xL primary	AHR activator	Fam108B counter	pPAFAH FP inh	MCL1-BIM inh	PME-1 primary
37	CCOc1ccc(S(=O)(=O)N(CC(=O)Nc2cccnc2)c2ccc(F)cc2)cc1	1.4	2	7	1	2	3	1	3	0
38	Fc1ccc(CNC(=S)NC2CCCC2)cc1	0.7	3	-2	9	-3	-2	-3	10	1
39	Nc1cc(C(=O)OCC(=O)Nc2cccc(S(=O)(=O)N3CCOCC3)c2)ccc1Cl	nt	-6	5	nt	2	nt	7	nt	nt
40	O=C(COc1ccc2ccccc2c1)Nc1ccc(Cc2ccncc2)cc1	1.9	0	2	6	17	-4	-1	-1	-8
41	NNC(=O)CCCNc1ncc(C(F)(F)F)cc1Cl	0.8	2	7	0	7	3	6	3	0
42	CC1CCCC(NC(=O)CSc2ccc(F)cc2)C1C (stereo unspecified)	-2.3	9	-4	10	1	-2	4	5	5
43	O=C(Nc1ccccc1F)c1ccc(OCc2ccccc2)cc1	-0.3	1	8	6	-3	-1	-4	10	-2
44	CC1CCCC(NC(=O)CSC2CCCCC2)C1C (stereo unspecified)	3.2	4	-1	0	-1	9	10	-3	4
45	COc1ccc(C(=O)NC2CCc3ccccc32)cc1OC1CCN(C(C)C)CC1 (stereo unspecified)	-1.6	15	-4	7	4	-2	4	8	1
46	COc1cc(CN2CCNC(=O)C2CC(=O)NCCC2=CCCCC2)cc(OC)c1 (stereo unspecified)	2.6	4	6	10	2	-1	8	11	-6
47	CCOC(=O)N1CCC(NC(=O)c2ccc(CNS(=O)(=O)c3ccc(F)cc3)cc2)CC1	-1.0	0	-2	5	-1	2	13	8	0
48	CN(C)S(=O)(=O)Oc1cc(Cl)ccc1C(=O)Nc1ccc(F)cc1F	-0.9	1	1	9	74*	7	2	1	1
49	Cc1cc(C)c2cc(CN(Cc3nnnn3Cc3ccc(F)cc3)C3CCCC3)c(=O)[nH]c2c1	-3.3	6	3	3	4	2	4	0	-1
50	O=C(Cc1ccccc1)NCC1OCCc2ccccc21 (stereo unspecified)	-0.4	0	-1	3	7	6	-3	5	2
51	CCCCOC(=O)CNc1n[nH]c(=S)[nH]c1=O	0.4	4	-5	2	5	2	1	8	-7
52	O=C(CCCC(=O)N(CC(=O)NC1CCCCC1)c1cccc(F)c1)Nc1ccccn1	1.5	-2	-6	-2	3	-1	5	-2	-3
53	CC(C)OC(=O)CCNc1n[nH]c(=O)[nH]c1=O	-0.7	-1	2	11	1	8	3	7	1
54	CC(C)CC(=O)Nc1c2c(nn1-c1ccc(F)cc1)CS(=O)(=O)C2	0.8	-2	5	1	-1	2	4	-7	3
55	CCn1c(SCC(N)=O)nc2c(c1=O)C1(CCCC1)Cc1ccccc1-2	-0.8	31*	6	1	3	10	5	0	-1
56	Cc1cc(Oc2ccc(Cl)cc2)nc(SCC(=O)c2ccccc2)n1	0.7	24	5	2	1	-3	1	3	3
57	COc1cc(CNC(=O)c2cccc(COc3ccc(Cl)cc3)c2)cc(OC)c1	2.8	8	3	5	13	-25	-2	2	-21
58	CC(=O)Nc1ccc(NC(=O)COc2c(C)cc(Br)cc2C)cc1	1.3	-1	0	3	5	-3	-3	-5	-3
59	CCOC(=O)CC(=O)CSc1nc2c(c(C)c1C#N)CCC2	5.2	6	-4	10	4	3	17	-5	1
60	O=C(COC(=O)/C=C/c1ccco1)NCc1ccc2c(c1)OCO2	0.1	4	-8	3	-1	0	3	-3	2
61	CCCN(Cc1ccc(N(C)C)cc1)CC1CC1	-0.3	5	2	0	1	1	-1	-8	-6
62	CCOC(=O)C1CCN(C(=O)C2(NC(=O)Nc3ccccc3Cl)CCCCC2)CC1	-2.5	-1	1	7	-1	2	3	2	1
63	Cc1ccc(C(C)C)c(OCC(=O)NC(=S)Nc2ccccc2N2CCOCC2)c1	2.7	0	2	4	1	-1	0	8	8
64	CC(=O)c1ccc(N2CCN(C(=O)C3CCN(S(=O)(=O)c4ccc5c(c4)CC(C)N5C(C)=O)CC3)CC2)cc1 (stereo unspecified)	2.4	0	0	5	0	-8	4	5	2
65	Cc1cc(S(=O)(=O)Nc2c(NC3CCCCC3)c3ccccc3oc2=O)ccc1F	0.6	4	5	13	1	1	0	3	2
66	Cc1ccc(NC(=O)CCC(=O)N/N=C/c2ccco2)c(C)c1	-1.9	-5	4	3	5	0	9	2	-5
67	Cc1c(C(O)CN2CCC(C(N)=O)CC2)c2ccccc2n1C (stereo unspecified)	2.1	-1	15	6	10	2	-1	5	-1
68	COc1cc(CN2CCN(C3CCC3)CC2CCO)cc(OC)c1 (stereo unspecified)	-0.8	6	1	1	8	7	-5	-9	-2
69	N#Cc1c(NC(=O)CSc2ncc(-c3ccccc3)n2CC2CCCO2)sc2c1CCCC2 (stereo unspecified)	-3.2	2	-6	2	1	-3	7	-8	-6
70	O=C(CN1N=C(c2ccc(Cl)cc2)CCC1=O)NCc1cccnc1	2.1	5	4	2	4	3	1	0	3
71	NNC(=S)NCc1ccco1	0.4	0	7	5	5	-1	0	8	1
72	COc1ccc(NC(=O)Cn2c(-c3ccc(OC)cc3)cn(-c3ccc(C)cc3)c2=O)cc1	1.8	3	-3	-5	1	2	8	-9	-2
73	COc1cccc(CC2(CO)CCCN(Cc3cn[nH]c3C3CCCCC3)C2)c1 (stereo unspecified)	3.8	-3	7	4	0	-2	13	3	2
74	COc1ccc(NC(=O)COC(=O)Cc2c(F)cccc2Cl)cc1	1.0	2	3	-2	1	3	1	-8	3
75	Cc1cccc2sc(NC(=O)C3c4ccccc4Oc4ccccc43)nc12	1.8	-24	5	-3	2	-47	-31	-1	-77

Bioassay records from PubChem.

An excerpt; the hit share may differ from the screen's.
